From PubChem BioAssay
AddAB inh = growth inhibition of E. coli expressing H. pylori AddAB, primary screen, AddAB inhibitor project, absorbance; inhibition, % at 11.9 µM; actives 0.29% (n = 330,000); in the data active means inhibition above about 12%;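 further: 0% = vehicle wells of infected cells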
Wnt act = Wnt/beta-catenin pathway activators, primary screen, cell-based, plate reader, single point; AID 743398, 2014; activation, % at 9.35 µM; actives 1.2% (n = 300,000); Wnt/beta-catenin reporter cell assay, activator; in the data active means activation above about 30%, passing the limit was not always enough;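 further: 0% = neutral control wells and 100% = positive control wells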
CAL PDZ FP-1 = untagged CAL PDZ binding inhibitors, primary screen, biochemical, fluorescence polarization, HTS; actives 0.92% (n = 300,000); inhibition, % at 24.9 µM; purified CAL PDZ, TMR-peptide fluorescence polarization, 1 h; AID 602252, 2012;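 active means mean inhibition of at least 30% with at least half of replicates also reaching 30%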;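 further: 0% = DMSO neutral control and 100% = excess unlabeled competitor peptide PRC23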
SR-BI uptake up = activators of SR-BI mediated DiI-HDL uptake, primary screen, ldlA[mSR-BI] CHO cells, DiI fluorescence; 3 h; 100 = double the neutral-control signal; activation, % at 12.5 µM; actives 0.096% (n = 320,000);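 active means mean replicate activation of at least 60% and every replicate at or above 60%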;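 further: 0% = median plate neutral-control signal and 100% = twice that signal; values of inactives mirror those of a sister screen read the other way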
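Material: SR-BI-overexpressing, LDLR-lacking CHO cells; schedule: compound exposure 3 h, 37 °C; reagent: DiI-labelled HDL at 10 µg/mL final; technique: bottom-read fluorescence, 550/595 nm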
MITF TRPM1 HTS = activators of MITF-driven TRPM1 promoter reporter, primary screen, cell-based, SK-MEL-5, luciferase, single point. actives 0.75% (n = 300,000). activation, % at 12.5 µM. SK-MEL-5 TRPM1-promoter luciferase, 24 h; % of positive control, neutral wells = 0. AID 588334, 2011;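 active means mean activation of at least 80% with every replicate also reaching 80%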;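 further: 0% = neutral control wells and 100% = parthenolide positive control wells; values of inactives mirror those of a sister screen read the other way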
phage Ecoli inh = growth loss of phage-infected E. coli, primary screen, RecBCD inhibitor project, absorbance, with phage, HTS | inhibition, % at 11.9 µM | actives 0.26% (n = 360,000) | AID 651602, 2012; in the data active means inhibition above about 11%
Ecoli viability = E. coli V3065 growth inhibition, primary screen, counter-screen for AddAB inhibitor project, absorbance, OD600; 18 h; inhibition, % at 11.9 µM; actives 0.27% (n = 330,000); AID 449728, 2010;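 active means inhibition above the campaign's mean inhibition across all tested compounds plus 3 SD, cut at about 9.9% in these data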;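 further: uninfected addAB+ strain grown without phage in ampicillin broth; 0% = DMSO wells and 100% = ciprofloxacin 0.95 µg/ml wells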
SR-BI DiI inh = inhibitors of SR-BI mediated HDL lipid uptake, primary screen, ldlA[mSR-BI] cells, fluorescence, single point. Scavenger receptor class B member 1 (Mus musculus), Q61009. ldlA[mSR-BI] CHO cells, DiI-HDL uptake fluorescence, 3 h. inhibition, % at 12.5 µM. actives 0.96% (n = 320,000). AID 488896, 2010;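 active means mean replicate inhibition of at least 70% and a set share of replicates each scoring 70 or more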;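 further: 0% = median of neutral control wells and 100% = median of positive control wells; values of inactives mirror those of a sister screen read the other way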
Target sequence (Q61009 whole entry, looked up): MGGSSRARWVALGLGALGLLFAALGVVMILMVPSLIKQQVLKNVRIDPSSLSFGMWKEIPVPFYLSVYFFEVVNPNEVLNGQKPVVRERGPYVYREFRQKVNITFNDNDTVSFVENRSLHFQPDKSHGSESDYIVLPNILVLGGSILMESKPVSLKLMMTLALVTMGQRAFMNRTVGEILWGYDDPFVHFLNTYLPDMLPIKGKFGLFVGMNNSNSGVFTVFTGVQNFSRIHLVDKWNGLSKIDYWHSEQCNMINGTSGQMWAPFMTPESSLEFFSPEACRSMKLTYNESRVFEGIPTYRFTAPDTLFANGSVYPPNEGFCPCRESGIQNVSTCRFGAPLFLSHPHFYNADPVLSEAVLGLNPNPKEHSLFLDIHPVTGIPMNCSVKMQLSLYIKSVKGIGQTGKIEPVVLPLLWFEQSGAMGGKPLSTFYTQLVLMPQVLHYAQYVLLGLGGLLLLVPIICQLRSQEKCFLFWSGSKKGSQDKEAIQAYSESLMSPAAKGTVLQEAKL
Tat transport = E. coli Tat export inhibitors, primary screen, MC4100, TorA-mCherry reporter, fluorescence, single point; inhibition, % at 10 µM; actives 0.036% (n = 340,000); AID 488895, 2010;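 active means mean replicate inhibition at least 50% and at least half of replicates individually reaching 50%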;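 further: exported cargo escapes ClpAP degradation while cytoplasmic cargo is degraded and loses fluorescence; 0% = median of neutral control wells and 100% = median of NaSCN control wells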
CAL PDZ FP-2 = CAL PDZ peptide-binding inhibitors, primary screen, biochemical, fluorescence polarization, Cer-tagged CAL PDZ, HTS. purified CAL PDZ, TMR-peptide fluorescence polarization, 1 h. inhibition, % at 20 µM. actives 0.02% (n = 330,000). AID 504414, 2011;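 active means highest replicate inhibition of at least 40%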;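 further: plate controls were DMSO neutral control wells for no effect and unlabeled competitor peptide control wells for full effect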
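material = purified tagged CAL PDZ domain construct (CerCALP) | buffer or medium = sodium phosphate/NaCl buffer pH 7.4 with TCEP, IgG, Thesit | reagent = TMR-labelled reporter peptide T*-PRC34 bound in PDZ groove | incubation = 1 h room-temperature incubation prior to read | measured by = fluorescence polarization (mP) | evaluation = percent inhibition from loss of millipolarization | control set = unlabelled peptide and DMSO controls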
Active calls of the source: *; · = not tested or not shown.

1	CCCCc1ccc(NC(=O)CSc2nc(=O)n(CCN3CCOCC3)c3c2CCC3)cc1
2	Cc1ccc(S(=O)(=O)N2CCOCC2)cc1NC(=O)COC(=O)Cc1ccccc1
3	O=C(c1ccc2ncsc2c1)N1CCN(c2ccccc2Cl)CC1
4	COc1ccc(OC)c(C2=NOC(C(=O)NCc3ccco3)C2)c1 (centres undefined)
5	CC1(C(=O)NNC(=O)C2CCCCC2)CC1(Cl)Cl (centres undefined)
6	N#CCSc1ccccc1NC(=O)COC(=O)CCNC(=O)c1ccc([N+](=O)[O-])cc1
7	Cc1ccc(-c2nnn3c2nc(NCCc2ccc(S(N)(=O)=O)cc2)c2ccccc23)cc1
8	O=C(CSc1nnc(-c2ccccc2)o1)Nc1ccccc1F
compound no.,1,2,3,4,5,6,7,8
AddAB inh,5.3,-0.9,1.6,2.3,0.6,·,2.1,3.5
Wnt act,-3,-3,4,-2,1,-3,4,-5
CAL PDZ FP-1,-4,3,-2,-3,2,-5,-9,·
SR-BI uptake up,-5,-4,-19,-13,4,-2,88*,12
MITF TRPM1 HTS,-4,4,14,-9,·,-14,9,·
phage Ecoli inh,3.5,1.2,-0.2,2.7,-0.1,1.8,1.1,3.2
Ecoli viability,-0.7,-2.4,-0.1,0.4,-1.3,·,-2.9,2.6
SR-BI DiI inh,5,4,19,13,-4,2,-88,-12
Tat transport,-2,-3,-3,-4,-3,9,7,-4
CAL PDZ FP-2,-2.3,0.1,-0.3,0.3,-0.5,-2.0,0.6,-1.0

9	COc1ccc(C(Nc2ccc(S(=O)(=O)NCC3CCCO3)cc2)C(=O)NC(C)(C)C)cc1OC (centres undefined)
10	CCc1cccc(CC)c1-n1c(-c2cccnc2)n[nH]c1=S
11	Cc1ccc(-c2c(C)n([O-])c3c([n+]2=O)CCCC3)o1
12	CN(C)C(=S)NC(=O)C12CC3(C)CC(C)(CC(C)(C3)C1)C2
13	COc1ccc2[nH]c3c(=O)n(CCCN4CCOCC4)cnc3c2c1
14	COc1cc(/C=C/C(=O)OCC(=O)Nc2c(C)n(C)n(-c3ccccc3)c2=O)cc(OC)c1OC
15	COc1ccc(C(CCO)NC(=O)c2cccs2)cc1OC (centres undefined)
16	O=C(COc1ccc(F)cc1)NCCN1CCCC1
compound no.,9,10,11,12,13,14,15,16
AddAB inh,2.6,5.1,1.8,1.7,0.1,0.6,0.7,4.0
Wnt act,-1,2,0,10,0,2,0,3
CAL PDZ FP-1,5,2,1,·,3,-4,-1,-1
SR-BI uptake up,-2,29,17,12,20,-5,19,12
MITF TRPM1 HTS,-1,-2,-11,·,-11,0,-5,-7
phage Ecoli inh,4.6,0.9,1.1,1.2,4.4,1.5,1.8,3.5
Ecoli viability,-1.4,-0.8,-1.1,0.9,-0.4,2.3,0.6,0.2
SR-BI DiI inh,2,-29,-17,-12,-20,5,-19,-12
Tat transport,15,-11,-2,3,11,-13,-2,6
CAL PDZ FP-2,-0.8,-0.6,-0.8,-0.2,-2.7,-1.0,7.1,-2.6

17	COc1ccc(CCNC(=O)CO/N=C/c2cc3c(cc2Br)OCO3)cc1OC
18	O=C(O)c1ccc(C=NN=Cc2ccco2)cc1
19	Cc1ccc(NC(=O)CN(C)CC(=O)Nc2cccc(F)c2)cc1[N+](=O)[O-]
20	O=C(CSc1nnc(-c2ccco2)n1Cc1ccccc1)c1ccccc1
21	CCOC(=O)c1c(NC(=O)C(C)Sc2cccc[n+]2[O-])sc2c1CCN(Cc1ccccc1)C2 (centres undefined)
22	COc1ccc(/C=C(/NC(=O)c2ccccc2)C(=O)Nc2cccc(C(=O)O)c2)cc1
23	Cc1ccc(S(=O)(=O)C2(C(=O)Nc3ccc(Br)cc3)CC2)cc1
24	CCC(=O)Nc1ccccc1C(=O)N1CCOCC1
compound no.,17,18,19,20,21,22,23,24
AddAB inh,1.2,·,1.9,2.2,2.0,2.0,2.6,2.5
Wnt act,-1,0,-4,·,-10,1,-1,-2
CAL PDZ FP-1,-8,-1,·,-3,-4,-4,-2,-6
SR-BI uptake up,12,12,-12,4,-1,·,-10,47
MITF TRPM1 HTS,2,9,-9,91*,-15,-7,-1,0
phage Ecoli inh,2.5,0.8,-0.7,4.2,·,0.2,2.9,4.2
Ecoli viability,-0.3,·,-2.6,0.1,-0.7,-1.5,-0.3,0.9
SR-BI DiI inh,-12,-12,12,-4,1,-23,10,-47
Tat transport,-5,3,-7,-17,3,0,5,-1
CAL PDZ FP-2,0.2,2.3,-3.0,-0.8,-2.8,-3.7,-4.1,0.8

25	Cc1ccc2c(c1)cc(CN(Cc1ccc3c(c1)OCO3)C(=O)c1cnccn1)c1nnnn12
26	COc1cc2c(cc1OC)CC(=O)N(C)CC2
27	Cc1ccccc1-n1cc(C(=O)c2cc(Cl)ccc2O)cc(C#N)c1=O
28	O=C(Nc1ccccc1)C1CCOC1=O (centres undefined)
29	CCC(C)NC(=O)C1CCN(c2nc(C)cc(C)n2)CC1 (centres undefined)
30	CCN(CC)c1ccc(/C=N/OCC(=O)Nc2cccc(C)c2)cc1
31	COc1ccc2c(c1)Cc1sc(NC(=O)c3cccnc3)nc1-2
32	CCOC(=O)Cc1nnc(NC(=O)C(CC)Sc2nnc3c4ccccc4n(C)c3n2)s1 (centres undefined)
compound no.,25,26,27,28,29,30,31,32
AddAB inh,1.8,4.5,3.5,1.0,1.8,0.5,0.1,0.6
Wnt act,·,-1,·,-1,·,-2,4,·
CAL PDZ FP-1,-3,-3,-5,·,-1,-3,0,-4
SR-BI uptake up,-7,2,-19,·,20,4,-54,8
MITF TRPM1 HTS,·,5,-2,·,·,7,33,-10
phage Ecoli inh,3.0,2.5,4.3,2.5,2.4,0.9,0.5,0.9
Ecoli viability,-0.3,-1.2,1.4,-1.1,0.5,-0.7,-2.6,-1.6
SR-BI DiI inh,7,-2,19,·,-20,-4,54,-8
Tat transport,-7,-3,-1,·,4,-5,-4,-2
CAL PDZ FP-2,-0.2,-0.7,-0.8,·,0.6,-0.4,1.3,-4.3

33	COc1cccc(C(=O)Nn2cnnc2)c1
34	CCOC(=O)c1cc(-c2ccccc2)sc1NC(=O)C(C)Sc1nnc(N)s1 (centres undefined)
35	CCOC(=O)c1ccc(-c2ccc3c(=O)c4ccccc4n(C)c3c2)cc1F
36	CNC(=O)Cn1nc(C)c(S(=O)(=O)N2CCOCC2)c1C
37	O=C(Nc1ccc(Cl)cc1)OCc1ccccn1
38	CC1=CC(C)(C)NC(=S)N1c1ccc(Cl)cc1
39	CCC(=O)c1ccccc1OCCCN1CCC(Cc2ccccc2)CC1
40	CC(C)NC(=O)CSCc1c(Cl)cccc1Cl
compound no.,33,34,35,36,37,38,39,40
AddAB inh,0.9,-1.0,1.6,0.0,3.2,·,0.5,0.9
Wnt act,0,·,4,3,54*,-2,-2,0
CAL PDZ FP-1,·,-7,-4,50*,3,-6,-1,-1
SR-BI uptake up,-8,·,12,20,-7,5,-13,-16
MITF TRPM1 HTS,-9,4,20,-4,·,4,4,9
phage Ecoli inh,6.0,2.1,-2.6,1.1,5.4,2.2,0.7,1.6
Ecoli viability,0.0,-1.0,-1.0,-0.2,2.4,·,-0.4,-0.9
SR-BI DiI inh,8,·,-12,-20,7,-5,13,16
Tat transport,3,12,1,2,1,-2,0,2
CAL PDZ FP-2,-0.5,-0.4,-1.3,-0.9,-1.4,-1.2,-18,-3.1

Screen by screen, from the results shown.
SR-BI DiI inh for nos. 19 to 23, in order: 12, -4, 1, -23, 10
Tat transport for nos. 19 to 23, in order: -7, -17, 3, 0, 5

A run of entries from further up, for reference:
35	CCOC(=O)c1ccc(-c2ccc3c(=O)c4ccccc4n(C)c3c2)cc1F
36	CNC(=O)Cn1nc(C)c(S(=O)(=O)N2CCOCC2)c1C
37	O=C(Nc1ccc(Cl)cc1)OCc1ccccn1
compound no.,35,36,37
AddAB inh,1.6,0.0,3.2
Wnt act,4,3,54*
CAL PDZ FP-1,-4,50*,3
SR-BI uptake up,12,20,-7
MITF TRPM1 HTS,20,-4,·
phage Ecoli inh,-2.6,1.1,5.4
Ecoli viability,-1.0,-0.2,2.4
SR-BI DiI inh,-12,-20,7
Tat transport,1,2,1
CAL PDZ FP-2,-1.3,-0.9,-1.4

Next section.
41	CCC12CN3CC(CC)(CN(C1)C3c1ccc([N+](=O)[O-])o1)C2=O (centres undefined)
42	CC(C)CN(C(=O)CCc1ccccc1Cl)c1c(N)n(Cc2ccccc2)c(=O)[nH]c1=O
43	Cn1c(=O)[nH]c(=O)c2c1nc(NCCCn1ccnc1)n2CCOc1ccccc1
44	CN(C)c1ccc(CNn2cnnc2SCc2ccc(F)cc2)cc1
45	O=C(OCC(=O)N1CCCC1)c1ccc(O)cc1
46	S=C(Nc1ccccc1Cl)N1CCCC1
47	CO/N=C/c1cccn1-c1nccc(OC)c1C#N
48	O=C(NNC(=O)c1cc(-c2cccc(Br)c2)nc2ccccc12)c1csc(N2CCOCC2)n1
compound no.,41,42,43,44,45,46,47,48
AddAB inh,-2.3,3.9,-2.2,-0.8,1.4,0.6,4.2,-6.8
Wnt act,-1,2,·,·,-1,1,0,-2
CAL PDZ FP-1,-4,-2,0,-2,-3,-3,1,2
SR-BI uptake up,4,6,17,-6,15,-1,14,-40
MITF TRPM1 HTS,7,-2,8,-6,-1,0,7,-17
phage Ecoli inh,3.0,-0.1,3.4,0.2,-1.0,3.5,4.3,3.1
Ecoli viability,-0.6,-1.2,1.1,0.9,-0.4,2.0,-0.1,-2.6
SR-BI DiI inh,-4,-6,-17,6,-15,1,-14,40
Tat transport,-4,-4,-3,0,2,-6,6,-2
CAL PDZ FP-2,·,-2.2,-0.7,-2.4,-2.3,-0.7,-0.4,-4.5

49	CCN(CC)S(=O)(=O)c1ccc(S(=O)(=O)N2CCC(N3CCCCC3)CC2)cc1
50	CCCc1nnc(NC(=O)CCC(=O)NCCc2ccc(Cl)cc2)s1
51	O=C(Nc1cccc2ncccc12)c1ccc2c(c1)OCCO2
52	Cn1c(CN2CCOCC2)nc2cc(NC(=O)c3ccc(F)cc3)ccc21
53	CC(C)c1ccc(/C=c2\sc3n(c2=O)C(N)=C(C#N)C(c2ccc(C(C)C)cc2)C=3C(N)=O)cc1 (centres undefined)
54	CCN(c1ccccc1)S(=O)(=O)c1ccc(C(=O)Nc2cccc(C)n2)cc1
compound no.,49,50,51,52,53,54
AddAB inh,3.2,7.0,0.9,-1.7,·,1.9
Wnt act,-1,1,4,·,-17,-3
CAL PDZ FP-1,-4,4,-2,-5,-1,1
SR-BI uptake up,10,25,-6,-1,7,-14
MITF TRPM1 HTS,7,6,8,23,-41,6
phage Ecoli inh,3.9,2.8,-0.7,-1.1,3.2,6.3
Ecoli viability,0.9,-4.9,0.6,-1.2,·,0.2
SR-BI DiI inh,-10,-25,6,1,-7,14
Tat transport,1,8,1,-1,-7,9
CAL PDZ FP-2,-2.5,0.3,·,-1.3,1.0,0.3
